# aSyn 5UTR inh: MLPCN primary screen, SNCA 5' untranslated region. 300,000 compounds, 0.82% hits. inhibition, % (tested at 7.5 µM). alpha-synuclein 5'UTR reporter, inhibitor activity; in the data active = inhibition above about 60%;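 also: H4 neuroglioblastoma cells stably carrying SNCA 5'UTR luciferase fusion; 0% = DMSO wells and 100% = positive control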
# HSF1 activator: increases HSF-1 driven luciferase reporter signal | activation, % at 9 µM | 300,000 compounds, 1.7% hits | NIH3T3-HGL HSF-1 luciferase reporter, MG132, 8 h; 100% = twice DMSO control signal;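 active = mean replicate activation of at least 50% with a set share of replicates each reaching 50%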;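 also: 0% = median of the neutral control wells and 100% = twice that signal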
# DYRK1A inh: Dyrk1A (rat) kinase inhibition. Q63470. ADP-Glo luminescence, NFATc1 peptide. inhibition, % at 12.5 µM. 310,000 compounds, 0.43% hits. AID 504441; in the data active = inhibition above about 50%;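 also: plate controls were vehicle with enzyme for no effect and no enzyme for full effect; many of its hits are not listed in these tables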
# IEC-6 cytotox: kills IEC-6 intestinal cells in KLF5 counter-screen; IEC-6 cytotoxicity, luminescence viability; inhibition, % at 5 µM; 290,000 compounds, 0.78% hits; in the data active = inhibition above about 22%;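 also: 0% = plate median of test compound wells and 100% = cytotoxic reference compound wells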
# KLF5 inh: suppresses KLF5 promoter-driven expression. 290,000 compounds, 0.23% hits. AID 1700. DLD-1 KLF5 promoter-luciferase reporter, luminescence. inhibition, % at 5 µM;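 active = inhibition above a per-plate limit of that plate's mean compound inhibition plus 3 SD, cut at about 60% in these data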;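 also: 0% = DMSO wells and 100% = LY294002 at 200 µM; higher means less KLF5 promoter-driven luciferase light; inactives centre near -14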
# GSK3B inh: human GSK3beta kinase inhibition. P49841. GST-GSK3beta kinase, ADP-Glo luminescence, 60 min; stronger effect = lower value. activity score (negative = inhibition), % at 10 µM. 300,000 compounds, 0.038% hits. AID 2097;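 active = more than half of replicate wells score below -50%, meaning over 50% inhibition versus plate controls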;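 also: 0% = median DMSO wells and -100% = median GW8510 positive control wells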
# Target sequence (P49841 whole entry, looked up): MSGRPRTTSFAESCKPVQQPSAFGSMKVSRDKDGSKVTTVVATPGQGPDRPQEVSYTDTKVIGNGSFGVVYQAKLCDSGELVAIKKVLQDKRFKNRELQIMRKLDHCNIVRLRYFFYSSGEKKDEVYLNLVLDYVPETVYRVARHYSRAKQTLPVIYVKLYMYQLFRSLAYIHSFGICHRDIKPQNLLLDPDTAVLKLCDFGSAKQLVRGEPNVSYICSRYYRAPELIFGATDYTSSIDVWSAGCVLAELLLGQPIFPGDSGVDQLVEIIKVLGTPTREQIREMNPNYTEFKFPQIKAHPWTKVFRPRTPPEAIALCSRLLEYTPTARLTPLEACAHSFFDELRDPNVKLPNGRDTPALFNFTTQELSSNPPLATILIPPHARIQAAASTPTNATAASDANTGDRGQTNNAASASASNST
#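 Test system – GST-tagged human GSK3beta kinase, cell-free · Incubation – 60 min enzyme reaction, room temperature · Signal – ADP-Glo luminescence · Also added – peptide substrate and ATP at 25 µM · Controls – DMSO neutral wells and GW8510 at 20 µM as positive · Buffer or medium – Tris/MgCl2 kinase buffer · Measure – Luminescence-derived activity versus plate DMSO and GW8510 wells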
# GSK3A inh: inhibitors of human GSK-3 alpha kinase; inhibition, % at 10 µM; ADP-Glo luminescence, 60 min; AID 2650; 320,000 compounds, 0.1% hits; P49840;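 in the data active = inhibition above about 50%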;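 also: GST-tagged GSK-3 alpha with peptide substrate and 25 µM ATP; 0% = DMSO neutral wells and 100% = GW8510 positive control wells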
# Target sequence (P49840 whole entry, looked up): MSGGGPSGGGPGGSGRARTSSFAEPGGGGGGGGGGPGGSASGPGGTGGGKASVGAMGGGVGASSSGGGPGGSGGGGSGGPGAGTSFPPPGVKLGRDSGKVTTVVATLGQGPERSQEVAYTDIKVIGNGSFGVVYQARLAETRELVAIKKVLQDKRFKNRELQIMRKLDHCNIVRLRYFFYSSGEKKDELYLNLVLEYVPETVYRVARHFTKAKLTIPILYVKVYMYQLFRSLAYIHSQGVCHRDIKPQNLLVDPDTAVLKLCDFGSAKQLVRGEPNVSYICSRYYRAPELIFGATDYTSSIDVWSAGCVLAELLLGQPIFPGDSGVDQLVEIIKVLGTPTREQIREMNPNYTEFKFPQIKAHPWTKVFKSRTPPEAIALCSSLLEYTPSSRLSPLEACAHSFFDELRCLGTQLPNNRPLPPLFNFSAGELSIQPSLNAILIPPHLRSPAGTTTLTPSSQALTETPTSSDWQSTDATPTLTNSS
# HSP90 refold inh: inhibitors of HSP90 luciferase refolding in rabbit reticulocyte lysate | luciferase refolding luminescence, 3 h | 290,000 compounds, 0.91% hits | inhibition, % at 5.6 µM;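 active = inhibition above the screen-wide mean plus 3 SD, computed separately per campaign, cut at about 16% in these data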;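 also: 0% = DMSO wells and 100% = 60 µM geldanamycin wells; inhibitors lower the luminescence because luciferase stays unfolded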
# HSF1 inh: HSF1 inhibition. NIH3T3-HGL HSE-luciferase, MG132-induced, luminescence 8 h; stronger effect = lower value. activity change, negative = inhibition, % at 7.5 µM (by protocol). 300,000 compounds, 0.77% hits. AID 2098;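 active = more than half of replicate wells show activity change below -50%, luminescence cut by over half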;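 also: luciferase reports HSF-1 transcriptional activity via heat shock element; 0% = median of DMSO wells and -100% = zero luminescence signal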
# Platelet DG rel: modulates dense granule release in human platelets; 300,000 compounds, 0.22% hits; inhibition, %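 (compounds screened at 7.5 µM in platelet-rich plasma)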; human platelet-rich plasma, SFLLRN dense granule ATP release, luminescence;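 active = mean replicate score, as percent of positive control, at or above 50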
# * marks the source's active call; other numbers are inactive results; · = no result given.
SMILES,aSyn 5UTR inh,HSF1 activator,DYRK1A inh,IEC-6 cytotox,KLF5 inh,GSK3B inh,GSK3A inh,HSP90 refold inh,HSF1 inh,Platelet DG rel
COc1ccc(Cl)cc1S(=O)(=O)N1CCC(C(=O)NC2CCCC2)CC1,-11,27,1,4,-10,2,1,-1,-1,4
CC1=NN(c2nc(-c3ccc(C)cc3)cs2)C(=O)C1N=Nc1ccc(C(N)=O)cc1 (stereo not drawn),86*,-14,-5,-1,-48,0,-1,-4,-15,19
CCCS(=O)(=O)c1nc(S(=O)(=O)c2ccc(C)cc2)c(NCc2ccc3c(c2)OCO3)s1,25,28,-6,1,0,-1,-1,-1,2,11
Nn1c(SCC(=O)NC2CCCC2)nnc1-c1ccccc1F,6,-56,8,-3,-26,2,-4,-1,-40,8
CC(C)C(=O)OCc1cn(-c2ccc(Cl)c(Cl)c2)nn1,22,-1,2,-6,-22,3,0,-2,-3,6
COc1ccc(-c2nc(=S)c3c([nH]2)Oc2ccc(C)cc2C3)cc1O,-76,-2,-7,4,-2,0,0,1,-2,-56
COc1cc(C(C)=O)ccc1OC(=O)C(C)N1C(=O)c2ccccc2C1=O (stereo not drawn),4,8,13,-4,-7,-4,-3,-4,4,2
Cc1ccc(C2(C)NC(=O)N(CC(=O)NCc3ccccc3Cl)C2=O)cc1 (stereo not drawn),8,7,-2,-2,-22,2,0,-4,1,5
Cc1ccccc1S(=O)(=O)Cc1ccc(C(=O)NCCN2CCCCC2C)o1 (stereo not drawn),-11,-4,0,0,-17,4,4,2,-4,2
CC(C)(C)C(=O)Nc1nc2ccc(S(C)(=O)=O)cc2s1,-112,28,33,-1,-116,1,·,-6,20,-2
CC(C)C(=O)Nc1c2c(nc3c1CCC3)CCCC2,1,8,1,0,-28,2,-6,4,1,3
Cc1ccc(-c2noc(=O)n2CC(=O)c2ccc(Cl)cc2)cc1,-49,-31,-3,3,-8,2,0,2,-19,-6
CCc1nnc(NC(=O)CSc2nnc(COc3ccccc3)n2Cc2ccccc2)s1,14,12,-8,0,-28,2,1,-1,12,3
COc1ccc(C2CCCN2C(=S)Nc2ccc(C)cc2C)cc1OC (stereo not drawn),23,31,-2,2,-19,-1,2,1,-2,2
COc1cccc(NC(=O)NCc2ccccc2F)c1,-52,21,-3,-3,-69,-3,-2,0,11,0
O=C(Cc1cccc2ccccc12)N/N=C/C=C/c1cccc([N+](=O)[O-])c1,27,-1,6,4,12,-2,-3,3,-2,-9
N#C/C(=C\c1cccnc1)C(=O)Nc1ccccc1[N+](=O)[O-],-2,17,0,0,-42,-1,-2,-3,4,-2
CC1CC(NS(=O)(=O)c2cccs2)CC(C)(C)C1 (stereo not drawn),17,9,-6,-3,-14,0,0,1,-6,3
CC1CN(S(=O)(=O)c2ccc(CN3C(=O)c4cccnc4C3=O)cc2)c2ccccc2O1 (stereo not drawn),-7,1,-2,3,-22,1,-1,-1,-4,-3
COC(=O)C1=C(C)N=C2SC(C)C(=O)N2C1c1cccc(F)c1 (stereo not drawn),-4,-6,9,0,5,-2,0,3,-7,-2
Cc1cc(C)nc(NC(=O)CSc2nn(C)c(=S)s2)n1,-24,-9,-2,0,-32,0,-3,-2,-4,2
Cc1cccc(C)c1OC(=O)CCN1C(=O)C2C3C=CC(C4CC34)C2C1=O (stereo not drawn),-16,-3,4,1,-6,-1,1,1,2,3
CC(=O)Nc1ccc(S(=O)(=O)NNC(=O)c2sc(=S)n(C)c2C)cc1,-4,0,5,0,-7,1,-2,1,2,-2
COc1ccc(/C=N/NC(=O)c2cc(O)c(O)c(O)c2)cc1Cn1cc([N+](=O)[O-])cn1,-33,24,5,-6,-20,2,·,-4,4,-2
CCn1c(SCc2nc3ccccc3nc2C)nnc1-c1cccs1,10,15,-2,7,-4,-2,1,-3,8,8
O=C(Cc1n[nH]c(=O)[nH]c1=O)N/N=C/c1ccccc1O,-3,-1,2,-2,6,4,-1,3,1,-2
Cc1ccccc1CN1C2=NCCCN2c2ccccc21,1,16,3,-1,-28,2,0,-3,-7,3
C/C(=C\C(=O)c1ccc(Cl)cc1)NCc1ccc2c(c1)OCO2,-2,21,11,2,-3,-2,·,2,2,4
O=C(COc1ccccc1Br)NCCc1nc2ccccc2[nH]1,-5,8,-3,-7,2,-3,-1,-4,-1,-3
CCOC(=O)c1c(-c2ccc(OC)cc2)csc1/N=C/C1C(=O)CCCC1=O,7,28,-6,0,-2,1,1,6,11,5
CCC(=O)Oc1ccc2c(C)cc(=O)oc2c1C(=O)CC,4,8,18,2,-17,-1,-1,5,-6,2
Cc1ccccc1NC(NC(=O)c1cccs1)C(Cl)(Cl)Cl (stereo not drawn),11,6,13,2,-14,-2,-3,0,-4,0
CCN1CCN(C(=O)CN(C)S(=O)(=O)c2ccc3ccccc3c2)CC1,7,29,-5,4,-12,2,1,-1,8,-4
CC[C@@]1(O)C(=O)OCc2c1cc1n(c2=O)Cc2cc3c(CN(C)C)c(O)ccc3nc2-1,26,0,11,·,·,3,1,·,4,-2
CCOC(=O)c1c(CN2CCCCC2)n(C)c2cc(Br)c(O)cc12,7,20,-3,1,-15,3,0,4,12,-3
Cn1cc(Br)c(-c2cccc(NC(=O)CCCC(=O)O)c2)n1,-11,-7,·,6,1,-1,-1,4,0,4
COC(=O)c1ccccc1NC(=O)CSc1nnc(-c2ccncc2)o1,21,-5,3,-10,-8,-7,-1,-2,5,2
Cc1ccc(S(=O)(=O)NC(=O)Nc2ncc3c(n2)CC(c2ccco2)CC3=O)cc1 (stereo not drawn),4,3,3,-5,-15,-6,1,0,4,1
COc1cc(/C=C2\C(=N)N3N=CSC3=NC2=O)ccc1OS(=O)(=O)c1ccccc1[N+](=O)[O-],-75,13,2,-10,-53,3,2,-6,3,3
COc1cc(OC)cc(-c2nc(-c3ccccc3OC)no2)c1,-20,15,-7,1,-39,1,3,-1,7,8
Cc1ccc(S(=O)(=O)N2CCN(S(=O)(=O)c3ccccc3)C2)cc1,4,-10,4,1,-17,2,·,0,-8,1
COc1ccc(CCN(C(=O)C(F)(F)F)C(C(=O)NC2CCCCC2)c2cccs2)cc1 (stereo not drawn),-1,9,-1,-2,-19,1,-1,4,6,9
CCOc1cc(C(N)=O)cc(Cl)c1OCc1ccccc1,-3,24,-4,-3,-20,-10,1,-6,1,12
COc1ccc(C(=O)OCC(=O)c2ccc(Br)s2)c(OC)c1,5,39,-7,·,·,-1,-4,·,35,-3
CCNNC(=O)C(O)(c1cccc(C)c1)c1cccc(C)c1,9,-8,-2,-12,-17,2,-3,0,-4,2
CCN(C(=O)COc1nc(C)cc(C)c1C#N)c1ccccc1,13,-12,-2,4,-27,-1,·,4,8,-14
CCN(CC)S(=O)(=O)c1cc(C(=O)Nc2nncs2)c(Cl)cc1Cl,-5,-9,2,6,-24,1,-4,4,-2,-12
Cc1cc2ccc(C)c(C)c2nc1SCC#N,5,0,1,4,17,1,-1,2,-8,1
O=C(O)C1C2C=CC(C2)C1C(=O)NCCc1ccncc1 (stereo not drawn),1,-5,3,-8,-37,-1,-2,0,-5,11
CCOc1ccc(C(=O)OCC(=O)NCCNC(=O)COC(=O)c2ccc(OCC)cc2)cc1,13,-12,-3,4,-45,-2,2,1,-1,-5
Cc1cc([N+](=O)[O-])nn1CCCC(=O)Nc1cccc(Cl)c1Cl,2,-10,0,1,3,0,0,2,-3,0
O=C(NCc1cccs1)c1ccc(Cl)c(S(=O)(=O)N2CCCC2)c1,-8,16,0,-1,11,1,-1,-2,6,-6
COc1cc(NC(=O)NCCN2CCN(c3ccc(Cl)cc3)CC2)ccc1C,38,7,7,8,-29,-1,3,1,-6,2
Cc1cn2c(=O)c(C(=O)N3CCN(c4ccccc4)CC3)cnc2s1,-21,-5,-3,·,·,-1,-5,·,-2,-5
Cc1ccc(N(C)C(=O)C2CCN(S(=O)(=O)c3ccc4c(c3)oc(=O)n4C)CC2)cc1,16,-3,-2,-1,-25,-1,-3,0,-4,11

# Filtered by structure, the compounds so far containing four or more nitrogen atoms (16)
SMILES,aSyn 5UTR inh,HSF1 activator,DYRK1A inh,IEC-6 cytotox,KLF5 inh,GSK3B inh,GSK3A inh,HSP90 refold inh,HSF1 inh,Platelet DG rel
CC1=NN(c2nc(-c3ccc(C)cc3)cs2)C(=O)C1N=Nc1ccc(C(N)=O)cc1 (stereo not drawn),86*,-14,-5,-1,-48,0,-1,-4,-15,19
Nn1c(SCC(=O)NC2CCCC2)nnc1-c1ccccc1F,6,-56,8,-3,-26,2,-4,-1,-40,8
CCc1nnc(NC(=O)CSc2nnc(COc3ccccc3)n2Cc2ccccc2)s1,14,12,-8,0,-28,2,1,-1,12,3
N#C/C(=C\c1cccnc1)C(=O)Nc1ccccc1[N+](=O)[O-],-2,17,0,0,-42,-1,-2,-3,4,-2
Cc1cc(C)nc(NC(=O)CSc2nn(C)c(=S)s2)n1,-24,-9,-2,0,-32,0,-3,-2,-4,2
CC(=O)Nc1ccc(S(=O)(=O)NNC(=O)c2sc(=S)n(C)c2C)cc1,-4,0,5,0,-7,1,-2,1,2,-2
COc1ccc(/C=N/NC(=O)c2cc(O)c(O)c(O)c2)cc1Cn1cc([N+](=O)[O-])cn1,-33,24,5,-6,-20,2,·,-4,4,-2
CCn1c(SCc2nc3ccccc3nc2C)nnc1-c1cccs1,10,15,-2,7,-4,-2,1,-3,8,8
O=C(Cc1n[nH]c(=O)[nH]c1=O)N/N=C/c1ccccc1O,-3,-1,2,-2,6,4,-1,3,1,-2
COC(=O)c1ccccc1NC(=O)CSc1nnc(-c2ccncc2)o1,21,-5,3,-10,-8,-7,-1,-2,5,2
Cc1ccc(S(=O)(=O)NC(=O)Nc2ncc3c(n2)CC(c2ccco2)CC3=O)cc1 (stereo not drawn),4,3,3,-5,-15,-6,1,0,4,1
COc1cc(/C=C2\C(=N)N3N=CSC3=NC2=O)ccc1OS(=O)(=O)c1ccccc1[N+](=O)[O-],-75,13,2,-10,-53,3,2,-6,3,3
CCN(CC)S(=O)(=O)c1cc(C(=O)Nc2nncs2)c(Cl)cc1Cl,-5,-9,2,6,-24,1,-4,4,-2,-12
Cc1cc([N+](=O)[O-])nn1CCCC(=O)Nc1cccc(Cl)c1Cl,2,-10,0,1,3,0,0,2,-3,0
COc1cc(NC(=O)NCCN2CCN(c3ccc(Cl)cc3)CC2)ccc1C,38,7,7,8,-29,-1,3,1,-6,2
Cc1cn2c(=O)c(C(=O)N3CCN(c4ccccc4)CC3)cnc2s1,-21,-5,-3,·,·,-1,-5,·,-2,-5

# Bioassay records as filed in PubChem BioAssay.

# Some of the compounds tested (hit frequency here may not be typical).
